Screening results from PubChem BioAssay.
L3MBTL1 inh: qHTS Assay for the Inhibitors of L3MBTL1; AID 485360, 2010; actives 0.66% (n = 230,000); Potency, µM (titrated, usually from 57.1 µM), for the others: at the highest dose activity, negative = inhibition, hits mostly inhibitors; Lethal(3)malignant brain tumor-like protein 1 (Homo sapiens), Q9Y468; AlphaScreen L3MBTL1–H3K9me1 peptide binding; further: nearly all actives have a fitted effect of over 60% in size
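Displacement of a biotinylated histone H3(1-15) peptide monomethylated at Lys9 (75 nM) from L3MBTL1 (50 nM) was measured by AlphaScreen after a 30 min room-temperature compound incubation; cefsulodin titration served as intraplate control.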
RECQ1 inh: qHTS Assay for Inhibitors of RecQ-Like Dna Helicase 1 (RECQ1); RECQ1 DNA unwinding, red fluorescence kinetic read; ATP-dependent DNA helicase Q1 (Homo sapiens), P46063; actives 0.54% (n = 240,000); Potency, µM (doses to about 57.3 µM), for inactives: top-dose activity, negative = inhibition, usual class: inhibitors; AID 2549, 2010;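 further: plate controls were vehicle for no effect and no enzyme for full effect; nearly all actives have a fitted effect of over 30% in size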
Target sequence (P46063 whole entry, looked up): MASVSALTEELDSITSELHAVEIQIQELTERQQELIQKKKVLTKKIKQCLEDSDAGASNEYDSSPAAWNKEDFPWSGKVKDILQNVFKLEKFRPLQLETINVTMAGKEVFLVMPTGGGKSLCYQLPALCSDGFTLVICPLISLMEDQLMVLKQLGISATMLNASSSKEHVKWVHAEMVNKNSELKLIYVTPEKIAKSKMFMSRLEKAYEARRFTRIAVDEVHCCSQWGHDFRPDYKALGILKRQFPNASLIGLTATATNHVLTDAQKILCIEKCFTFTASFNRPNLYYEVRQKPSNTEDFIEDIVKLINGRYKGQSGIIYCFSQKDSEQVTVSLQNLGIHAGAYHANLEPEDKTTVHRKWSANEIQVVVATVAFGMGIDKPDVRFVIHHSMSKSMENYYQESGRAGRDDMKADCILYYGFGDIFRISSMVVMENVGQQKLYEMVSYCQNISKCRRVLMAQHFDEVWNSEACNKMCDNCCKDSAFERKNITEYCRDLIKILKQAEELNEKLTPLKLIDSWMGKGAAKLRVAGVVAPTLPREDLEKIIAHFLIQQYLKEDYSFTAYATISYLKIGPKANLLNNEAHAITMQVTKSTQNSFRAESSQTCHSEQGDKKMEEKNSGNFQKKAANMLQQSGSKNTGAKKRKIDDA
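RECQ1T1 50 nM; forked duplex (20 bp + 30-nt ss tails) 200 nM, ATP 2 mM final; pH 8.0, 2 mM MgCl2, 2.5 ug/ml poly(dI-dC); 15 min compound preincubation; discontinuous kinetic read over 2 h at RT.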
RGS12 GoLoco inh: qHTS Assay for Inhibitors of RGS12 GoLoco Motif Activity (Red Fluorophore); actives 0.44% (n = 230,000); Gai1:RGS12 GoLoco peptide FP, rhodamine, 10 min; Potency, µM (top dose mostly 61.6 µM), without a hit: at the highest dose activity, negative = inhibition, usual class: inhibitors; Guanine nucleotide-binding protein G(i) subunit alpha-1 (Homo sapiens), P63096; active means well fitted inhibition curve with a large enough effect, not every such curve was filed as active; inactive means no such curve, though single readings can be large or run the other way; further: nearly all actives have a fitted effect of over 30% in size; many of its hits are not listed in these tables
TR SRC2 fluor cs: Total Fluorescence Counterscreen for Inhibitors of the Interaction of Thyroid Hormone Receptor and Steroid Receptor Coregulator 2 | TRb/SRC2 Texas Red total fluorescence interference | Potency, µM (series often up to 106 µM), inactives show at the highest dose fluorescence change, negative = quenching | actives 0.29% (n = 280,000) | AID 1479, 2009; active means well fitted curve in either direction with a large enough effect; inconclusive means small, poorly fitted or top-dose-only effect
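Human TRb ligand-binding domain at 0.6 uM with 20 nM Texas Red SRC2 peptide in Tris buffer containing 1 uM T3 and 5% DMSO, incubated with compound 5 h at ambient temperature. Total fluorescence (555/632 nm) calculated as parallel + 2 × perpendicular.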
Tau fibril ThT: qHTS for Inhibitors of Tau Fibril Formation, Thioflavin T Binding; Microtubule-associated protein tau (Homo sapiens), P10636; recombinant tau K18 P301L (four-repeat tau fragment), heparin-induced fibrillization, ThT fluorescence; Potency, µM (highest dose often 57.4 µM), without a hit: top-dose activity, negative = inhibition, hits mostly inhibitors; actives 2.1% (n = 270,000); further: nearly all actives have a fitted effect of over 55% in size
Target sequence (P10636 561-689 P618L limits assumed): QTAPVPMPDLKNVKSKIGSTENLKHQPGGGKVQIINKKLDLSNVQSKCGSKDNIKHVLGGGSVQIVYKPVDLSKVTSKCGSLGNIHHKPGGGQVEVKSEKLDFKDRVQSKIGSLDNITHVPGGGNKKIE
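K18 P301L tau (15 uM + 0.24 uM Alexa 594-tagged), heparin 20 uM, NaOAc pH 7, 6 h 37 C; ThT 30 uM, 1 h RT, ex 450/em 510 nm.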
JMJD2E inh: qHTS Assay for Inhibitors of Human Jumonji Domain Containing 2E (JMJD2E). Lysine-specific demethylase 4E (Homo sapiens), B2RXH2. JMJD2E catalytic domain, FDH-coupled NADH fluorescence (FDH is formaldehyde dehydrogenase). Potency, µM (series often up to 57.1 µM), inactives show top-dose activity change, negative = inhibition, usual class: inhibitors. actives 1.6% (n = 230,000); active means well fitted inhibition curve with a large enough effect, not every such curve was filed as active; inconclusive means small, poorly fitted or top-dose-only effect, or another doubt; inactive means no such curve, though single readings can be large or run the other way;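 further: 0% = wells with enzyme and -100% = buffer wells without enzyme; nearly all actives have a fitted effect of over 50% in size; many of its hits are not listed in these tables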
TRb SRC2 PPI: qHTS for Inhibitors of the Interaction of Thyroid Hormone Receptor and Steroid Receptor Coregulator 2. actives 0.065% (n = 280,000). TRbeta-SRC2 peptide binding, fluorescence polarization; receptor liganded with 1 µM T3. Potency, µM (titrated, usually from 106 µM), without a hit: at the highest dose activity change, negative = inhibition, usual class: inhibitors;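 further: plate controls were bound peptide for no effect and peptide without receptor for full effect; nearly all actives have a fitted effect of over 50% in size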
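Binding of a 20-amino-acid Texas Red SRC2 peptide (20 nM) to TRb ligand-binding domain (0.6 uM) with agonist T3 at 1 uM was followed by fluorescence polarization after a 5 hr room-temperature incubation.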
Tau fibril FP: qHTS for Inhibitors of Tau Fibril Formation, Fluorescence Polarization; Microtubule-associated protein tau (Homo sapiens), P10636; K18 P301L tau heparin fibrillization, Alexa594 FP, 6 h; Potency, µM (doses to about 57.7 µM), for the others: at the top dose activity, negative = inhibition, usual class: inhibitors; actives 0.39% (n = 280,000); AID 1468, 2008; further: nearly all actives have a fitted effect of over 55% in size
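Human K18 P301L fragment (15 uM unlabeled plus 0.24 uM Alexa 594-labeled) in 100 mM sodium acetate pH 7 with compound, aggregation induced by 20 uM heparin for 6 hr at 37 C. ThT (30 uM) added for 1 hr, then Alexa 594 FP read.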
* marks the source's active call; other numbers are inactive results; i = inactive; u = inconclusive; x = not tested or not shown; & = joins results of further samples; [ ] = remark or other dose. Unless noted, the call rests on the fitted dose curve; in most records, active means well fitted curve in the direction sought with a large enough effect; inconclusive means small, poorly fitted or top-dose-only effect, or another doubt; inactive means no such curve, though single readings can be large; an effect the other way counts as inactive or inconclusive. Unless noted, on the % scale 0 is the no-effect control and ±100 the full control effect; potency means the concentration at half of the fitted maximal effect. This is a subset. The share of hits here may be higher or lower than overall.

SMILES | L3MBTL1 inh | RECQ1 inh | RGS12 GoLoco inh | TR SRC2 fluor cs | Tau fibril ThT | JMJD2E inh | TRb SRC2 PPI | Tau fibril FP
NS(=O)(=O)c1ccc(NC(=O)COC(=O)c2cc([N+](=O)[O-])ccc2Cl)cc1 | 0% | i | 8% | -5% | -18% | 7% | -2% | -6%
COc1ccc2nc(NC(=O)CSc3nccc(C)n3)sc2c1 | 5% | 4% | 12% | -3% | -22% | 3% | -7% | -2%
CCn1cc(C(=O)NC2CCc3ccccc32)c(=O)c2ccc(C)nc21 (stereo unspecified) | 0% | i | 1% | -5% | -13% | -3% | -7% | -4%
Oc1ccccc1C(Nc1nccs1)c1ccc2cccnc2c1O (stereo unspecified) | u | 6% | 0% | -2% | 20µM* | u | -6% | -3%
O=C(Cn1nc(-c2ccccc2)c2ccccc2c1=O)NCC1CCCO1 (stereo unspecified) | 1% | 1% | -2% | 1% | -2% | -2% | 2% | 2%
CCC(C(=O)Nc1ccc(C(C)=O)cc1)n1cnc2nc3c(cc2c1=O)CCCC3 (stereo unspecified) | x | x | x | -2% | 5% | x | 7% | 0%
CCOC(=O)c1cc2sccc2n1CC(=O)N1CCc2ccccc21 | x | 1% | -1% | 2% | 0% | -1% | 8% | -2%
CCCn1c(=N)c(C(=O)NC(C)c2ccccc2)cc2c(=O)n3ccccc3nc21 (stereo unspecified) | x | x | x | -1% | 0% | x | 4% | 1%
Cn1cnnc1SCC(=O)Nc1ccccc1Oc1ccccc1 | -15% | -14% | 9% | -1% | -4% | 0% | -6% | 5%
Cc1cc(Nc2ccc(F)cc2Cl)n2ncnc2n1 | 1% | i | 9% | 0% | 9% | -12% | -26% | 6%
CCOc1cccc(C(=O)N(Cc2ccc(C)o2)C2CCS(=O)(=O)C2)c1 (stereo unspecified) | x | x | x | 3% | 8% | x | -8% | -8%
CCOC(=O)c1cnc(SCc2nc(N)nc(Nc3ccc(C)cc3)n2)nc1N | 12%[11.4 µM] | i | 3% | -2% | u | 2% | -3% | -11%
CCSCc1nc2ccccn2c1Br | 2% | 1% | -12% | -1% | -7% | u | -5% | 5%
CCN(CC)c1cc2c(cc1F)c(=O)c(S(=O)(=O)c1ccc(OC)cc1)cn2Cc1ccccc1 | x | x | x | 112µM*[quencher] | -14% | x | -25% | -7%
CCc1nnc(NC(=O)CSc2nnc(-c3ccoc3C)n2-c2ccccc2)s1 | -12% | 9% | -3% | -1% | -10% | 5% | -6% | -10%
CCOc1ccccc1NC(=O)c1cnc(N2CCOCC2)c2ccccc12 | x | x | x | 1% | -6% | x | 2% | 0%
Cc1cccc(C2=NN(c3ccccc3)[C@@H](C(=O)N3CCOC3=O)[C@@H]2c2ccc([N+](=O)[O-])cc2)c1 | -4% | i | -2% | -4% | -11% | x | 0% | 7%
COc1ccccc1NC(=O)C1=C(C)Nc2nc(SCc3ccccc3F)nn2C1c1cccnc1 (stereo unspecified) | x | x | x | -2% | -5% | x | -4% | 1%
Cc1[nH]ccc(=O)c1Oc1ncc(C(F)(F)F)cc1Cl | 11% | 0% | -3% | -2% | 1% | 4% | -4% | 10%
CCOC(=O)N1CCN(C(=O)c2ccc3nc(SCc4ccc(F)cc4)n(C)c3c2)CC1 | -1% | -6% | 2% | -2% | -14% | 1% | 3% | 3%
CC(=O)N1CCN(c2ccc(NCc3ccc(C)cc3)cc2)CC1 | -17% | -2% | -14% | 1% | u | u | -1% | -8%
CCOc1ccc(NC(=O)c2oc3ccccc3c2NC(=O)CC)cc1 | 5% | -9% | 16% | 1% | -15% | u | -2% | 2%
Nc1nnc(SCc2ccc3c(c2)OCO3)s1 | x | -2% | 6% | 1% | 3% | 6% | 1% | 2%
COc1ccc(C(=O)Nc2cccc(-c3ccc4nncn4n3)c2)cc1OC | x | -13% | 0% | -3% | -9% | u | -2% | -6%
Cc1ccc(C)c(Cn2cnc3c(cnn3C(C)(C)C)c2=O)c1 | 3% | -9% | 10% | 2% | -10% | 6% | 10% | -6%
Cc1cc(Br)ccc1OCCn1ccnc1 | -7% | -15% | -4% | -4% | -3% | u | -3% | -3%
Cc1ccc(O)c(C(=O)c2cnn(-c3ccc(S(=O)(=O)N4CCOCC4)cc3[N+](=O)[O-])c2)c1 | 0% | -4% | -4% | 3% | -14% | 3% | -2% | 10%
CCOC(=O)C1(Cc2ccc(OC)cc2)CCN(C(=O)c2sc(C)nc2C)CC1 | 10% | -11% | 0% | -1%[53 µM] | -2% | -2% | -6%[53 µM] | 1%
CCc1ccc(NC(=O)c2ccc(Cn3nc(N4CCN(c5ccccc5)CC4)ccc3=O)o2)cc1 | x | x | x | -3% | u | x | -4% | -4%
CC(C)OP(=O)(OC(C)C)C(Nc1ccccc1)c1cccc2c1OCO2 (stereo unspecified) | -5% | 3% | -5% | -1% | 3% | 2% | -24% | 7%
C=CCN(C(=O)c1cccc(S(=O)(=O)N2CCN(C)CC2)c1)c1nc(-c2ccccc2)cs1 | x | -12% | 2% | -1% | u | 219% | 0% | 13%
Cc1cc(C(=O)COC(=O)c2cccs2)c(C)n1-c1c(C)n(C)n(-c2ccccc2)c1=O | -9% | -3% | 12% | -2% | 11% | -2% | 9% | -2%
CCCc1cc(=O)n2[nH]c(SCc3ccccc3)nc2n1 | x | i | -11% | -4% | -5% | 9% | -17% | 11%
COc1cc(-c2cc(=O)c3c(O)c(OC)c(OC)c(O)c3o2)ccc1O | u | 13µM* | 0% | -11% | u | 20µM* | -2% | -6%
O=C(COC(=O)c1cccc(S(=O)(=O)N2CCCCC2)c1)NC1CCCc2ccccc21 (stereo unspecified) | 3% | -4% | 5% | -7% | -10% | 2% | 5% | 4%
O=C(CCN1CCN(C/C=C/c2ccccc2)CC1)Nc1cccc(F)c1 | -1% | -2% | 2% | 0% | 2% | -6% | 1% | 1%
O=C(Nc1ccccc1)c1ccc(NCc2cccnc2)c(S(=O)(=O)N2CCOCC2)c1 | x | -7% | 0% | -2% | -5% | -5% | 1% | -11%
CC(=O)NC1CCC(C(=O)O)(c2ccccc2)C1 (stereo unspecified) | x | 1% | 9% | 2% | -2% | -3% | 2% | 3%
Cc1nc2cc(-c3cccc(F)c3)nn2c(C)c1CCC(=O)N1CCN(c2ccccn2)CC1 | x | i | 2% | -2% | -10% | -5% | 0% | 2%
COC(=O)/C=C/c1ccc2c(c1)OCO2 | 28% | 3% | -5% | -2% | -3% | u | 1% | -2%
Cc1ccc(S(=O)(=O)N(CC(=O)NCc2ccco2)C2CCCCC2)cc1 | u | 10% | -12% | -1% | u | -1% | 0% | -4%
COC(=O)C(Cc1ccc(O)cc1)NC(=O)C(CC(=O)OC(C)(C)C)NC(=O)OC(C)(C)C (stereo unspecified) | x | i | -2% | 1% | -2% | 3% | -2% | -4%
O=c1oc(-c2ccco2)nc2c1cnn2-c1ccccc1 | 10% | -5% | 4% | 4% | u | 5% | 3% | -5%
O=C(C[n+]1cc(-c2ccc(Cl)cc2)n2c1CCC2)N1c2ccccc2Sc2ccccc21 | -1% | -11% | 6% | u | u | u | 1% | 10%
CC(NC(=O)COC(=O)Cc1ccsc1)c1ccccc1 (stereo unspecified) | 6% | 9% | -13% | -1% | -11% | -4% | -2% | 2%
COc1ccc(Cn2c(SCc3ccc(C(=O)NC4CCCCC4)cc3)nc3ccncc32)cc1 | x | x | x | 4% | 2% | x | 1% | 7%
CC(C)(C)c1ccc(CN2N=Nc3ccccc3S2(=O)=O)cc1 | 10% | -6% | 0% | -2% | u | -28% | -19% | 7%
COCCOC(=O)c1[nH]c2c(c1C)C(=O)CC(c1ccc(N(C)C)cc1)C2 (stereo unspecified) | -21% | -10% | -19% | -4% | u | -5% | 7% | 11%
COc1cccc(-c2ccc3ncnc(NCc4cccs4)c3c2)c1 | 5%&-6% | -17% | 9% | -1% | -1% | u | -2% | u
COc1cc(NC(=O)COc2c(C)cc(C)cc2[N+](=O)[O-])c(OC)cc1Cl | -11% | -1% | -6% | -1% | -15% | 2% | 1% | -2%

Five structures out of the list, sorted by formula weight, low to high.
SMILES | L3MBTL1 inh | RECQ1 inh | RGS12 GoLoco inh | TR SRC2 fluor cs | Tau fibril ThT | JMJD2E inh | TRb SRC2 PPI | Tau fibril FP
O=c1oc(-c2ccco2)nc2c1cnn2-c1ccccc1 | 10% | -5% | 4% | 4% | u | 5% | 3% | -5%
CC(NC(=O)COC(=O)Cc1ccsc1)c1ccccc1 (stereo unspecified) | 6% | 9% | -13% | -1% | -11% | -4% | -2% | 2%
CC(C)(C)c1ccc(CN2N=Nc3ccccc3S2(=O)=O)cc1 | 10% | -6% | 0% | -2% | u | -28% | -19% | 7%
COc1cccc(-c2ccc3ncnc(NCc4cccs4)c3c2)c1 | 5%&-6% | -17% | 9% | -1% | -1% | u | -2% | u
COCCOC(=O)c1[nH]c2c(c1C)C(=O)CC(c1ccc(N(C)C)cc1)C2 (stereo unspecified) | -21% | -10% | -19% | -4% | u | -5% | 7% | 11%
